IDH1 R132H inh: blocks human mutant IDH1 R132H enzyme | AID 602179 | 390,000 tested, 0.093% active | IDH1-R132H enzyme, NADPH consumption, diaphorase/resazurin fluorescence | Potency, µM (series often up to 76.6 µM), without a hit: at the top dose activity change, negative = inhibition, hits mostly inhibitors | O75874; also: potency is read from the fitted curve at half-maximal effect; % is scaled to controls: 0 for no effect and ±100 for the full control effect; nearly all actives have a fitted effect of over 65% in size
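IDH1-R132H (0.5 ug/mL) preincubated 30 min with compound, then NADPH (0.016 mM) and alpha-KG (2 mM) added; 80 min at RT, pH 7.5. Remaining NADPH coupled via diaphorase/resazurin to fluorescence (540/590 nm); concentration-response curves normalized to no-enzyme control.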
GRP78 ERSR act: ER stress response induction in glioma. 420,000 tested, 0.02% active. Potency, µM, inactives show at the highest dose activation, hits mostly activators. U87-MG GRP78 promoter luciferase reporter, 16 h. AID 602332; also: potency is read from the fitted curve at half-maximal effect; series mostly up to about 76 µM; % of control where 0% means no effect; nearly all actives have a fitted effect of over 35% in size
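ERSR induction read as luciferase luminescence (Bright-Glo, 10 min at room temperature) in stably transfected human U87-MG glioma cells exposed to compounds for 16 h, using GRP78 as sensor.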
USP1-UAF1 inh: USP1/UAF1 (human) deubiquitinase inhibition; recombinant USP1/UAF1, Ub-Rhodamine cleavage fluorescence; Potency, µM (series often up to 57.1 µM), inactives show at the highest dose activity change, negative = inhibition, most hits filed as inhibitors; 390,000 tested, 0.23% active; O94782; also: potency is read from the fitted curve at half-maximal effect; % is scaled to controls: 0 for no effect and ±100 for the full control effect; nearly all actives have a fitted effect of over 60% in size; inactives centre near -12
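USP1/UAF1 complex (1 nM) preincubated 15 min at room temperature with compound, then Ub-Rho substrate (150 nM final) added. Kinetic fluorescence at 480/540 nm over 6 reads at 60 s intervals; 50 mM HEPES pH 7.8, 0.5 mM EDTA, 0.1 mg/ml BSA, 1 mM TCEP, 0.01% Tween-20.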
TrxR1 substrate: substrates of rat thioredoxin reductase 1 | O89049 | purified TrxR1 substrate turnover, NADPH consumption readout | Potency, µM (doses to about 114 µM), without a hit: at the top dose activity change, negative = substrate turnover | 390,000 tested, 0.01% active | AID 588456; also: potency is read from the fitted curve at half-maximal effect; % is scaled to controls: 0 for no effect and ±100 for the full control effect; nearly all actives have a fitted effect of over 50% in size
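Rat TrxR1, dispensed at 90 nM, was prereduced with 400 uM NADPH (final) for 5 min at ~22 deg C, then incubated with compound 15 min before 400 uM selenite. A first-read NADPH fluorescence drop versus no-compound background flagged substrates.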
LDHA block: LDHA (human) enzyme inhibition. P00338. purified LDHA, NADH/diaphorase-resazurin fluorescence; hits give low values. activity change, % (values are at about 110 or 230 µM). 480,000 tested, 0.15% active. AID 1347041; in the data active = activity change below about -30%; inconclusive = mostly about -25% to -30%;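 also: plate controls were DMSO wells for no effect and wells without enzyme for full effect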
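Remaining NADH was detected by diaphorase (0.133 mg/mL) converting 37 µM resazurin to fluorescent resorufin, read at 0 and 20 minutes. The preceding 5-minute room-temperature reaction used 2 nM LDHA, 0.2 mM sodium pyruvate and 0.06 mM NADH at pH 7.4.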
RXFP1 agonist: RXFP1 (human) receptor agonism. Q9HBX9. HEK293T-RXFP1 cAMP TR-FRET, 30 min; response scale: percent of porcine relaxin response, buffer zero. Potency, µM (titrated, usually from 57.5 µM), without a hit: at the highest dose activation, most hits filed as activators. 370,000 tested, 0.3% active. AID 2676; also: potency is read from the fitted curve at half-maximal effect; % is scaled to controls: 0 for no effect and ±100 for the full control effect; nearly all actives have a fitted effect of over 60% in size; many of its hits are not listed in these tables
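Agonist response is measured as cAMP accumulation in an RXFP1-transfected HEK293T line under PDE4 inhibition. Values are scaled between buffer-only and 29 nM porcine relaxin, and EC50s come from standard Hill equation fits.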
Vif-APOBEC3F blk: Vif-A3F binding inhibition | HeLa A3F-eYFP + Vif (tagged APOBEC3F with the HIV-1 protein that degrades it), YFP fluorescence increase | Potency, µM (highest dose often 46.1 µM), without a hit: at the top dose activity, negative = active | AID 602313 | 390,000 tested, 0.2% active; also: potency is read from the fitted curve at half-maximal effect; % of control where 0% means no effect; nearly all actives have a fitted effect of over 65% in size
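Fluorescence increase (Ex 488/Em 500-530) after overnight compound treatment at 37 deg C flags inhibition of Vif-driven A3F-eYFP loss in stable HeLa A3F-eYFP/Vif cells seeded overnight beforehand.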
PI4K2A block: inhibitors of human PI4K2A; 420,000 tested, 0.13% active; purified PI4K2A, ADP-Glo luminescence, 1 h; hits give low values; activity change, negative = inhibition, % at 76.9 µM; in the data active = activity change below about -50%; inconclusive = mostly about -30% to -49%;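 also: -100% = wells without enzyme as full effect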
Target sequence (Q9BTU6 whole entry, looked up): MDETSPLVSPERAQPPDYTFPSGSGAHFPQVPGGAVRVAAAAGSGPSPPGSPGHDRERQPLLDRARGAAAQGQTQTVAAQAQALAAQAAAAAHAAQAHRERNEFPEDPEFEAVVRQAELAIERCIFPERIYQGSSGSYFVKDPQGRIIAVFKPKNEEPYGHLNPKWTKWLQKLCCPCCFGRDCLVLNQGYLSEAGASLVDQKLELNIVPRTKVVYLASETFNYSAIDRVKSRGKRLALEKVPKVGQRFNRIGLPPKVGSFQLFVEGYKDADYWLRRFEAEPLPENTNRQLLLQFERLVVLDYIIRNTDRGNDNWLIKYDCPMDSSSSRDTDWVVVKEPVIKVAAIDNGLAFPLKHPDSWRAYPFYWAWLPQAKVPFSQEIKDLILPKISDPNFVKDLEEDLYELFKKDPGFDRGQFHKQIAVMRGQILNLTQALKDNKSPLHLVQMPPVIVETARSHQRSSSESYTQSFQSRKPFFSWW
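Compounds are screened against recombinant PI4K2A using PI as substrate and ATP, the latter dispensed at 300 microM. Reactions run one hour at ambient temperature before ADP-Glo detection; full inhibition defined by wells lacking enzyme.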
Vif-A3G inh: Vif-A3G binding inhibition | Q9HC16 | HeLa A3G-eYFP + Vif (tagged APOBEC3G with the HIV-1 protein that degrades it), YFP fluorescence, overnight | Potency, µM (titrated, usually from 46.1 µM), for the others: at the top dose activity, negative = active, actives largely listed as inhibitors | 410,000 tested, 0.076% active;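 also: potency is read from the fitted curve at half-maximal effect; % is scaled to controls: 0 for no effect and ±100 for the full control effect; nearly all actives have a fitted effect of over 60% in size; hits raise eYFP signal because A3G escapes Vif-driven loss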
Target sequence (Q9HC16 whole entry, looked up): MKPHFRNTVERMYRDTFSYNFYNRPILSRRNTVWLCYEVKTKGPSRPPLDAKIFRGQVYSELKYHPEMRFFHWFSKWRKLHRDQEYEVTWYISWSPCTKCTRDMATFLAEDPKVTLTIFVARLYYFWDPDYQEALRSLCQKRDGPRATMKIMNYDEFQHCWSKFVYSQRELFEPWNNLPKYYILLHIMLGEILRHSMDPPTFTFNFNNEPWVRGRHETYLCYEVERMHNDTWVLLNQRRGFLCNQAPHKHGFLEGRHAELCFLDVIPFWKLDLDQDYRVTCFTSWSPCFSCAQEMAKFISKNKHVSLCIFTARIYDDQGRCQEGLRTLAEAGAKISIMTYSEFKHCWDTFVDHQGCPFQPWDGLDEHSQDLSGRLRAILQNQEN
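HeLa cells stably expressing Vif and C-terminally eYFP-tagged A3G, seeded overnight at 37 deg C, then exposed to compound by pintool overnight at 37 deg C. Rise in yellow fluorescence (Ex 488/Em 500-530, Acumen) marks blocked Vif-driven A3G degradation.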
Starred values were filed as active, the others as inactive; ? = inconclusive; nt = no result given; & = joins results of further samples; [ ] = dose if it differs, or a comment. Unless noted, calls follow the shape of the dose curve; as a rule, active = well fitted curve in the direction sought with a large enough effect; inconclusive = small, poorly fitted or top-dose-only effect, or another doubt; inactive = no such curve, though single readings can be large; an effect the other way counts as inactive or inconclusive. An excerpt (hit frequency here may not be typical).

nr	compound	IDH1 R132H inh	GRP78 ERSR act	USP1-UAF1 inh	TrxR1 substrate	LDHA block	RXFP1 agonist	Vif-APOBEC3F blk	PI4K2A block	Vif-A3G inh
1	COC(=O)c1c(NC(=O)c2ccco2)sc2c1C(C(=O)OC)CC2 (stereo not drawn)	-5.7%	3.5%	1.8%	27.1%	-5.1	2.2%	-14.2%	-13.7	-15.8%
2	O=C(NCC(=O)N1CCN(c2ncccn2)CC1)c1cccs1	0.4%	4.7%	-5.3%	4.9%	-2.5	0.7%	5.5%	-2.0	2.3%
3	CCc1nc2ccc(C(=O)NCCCN3CCCC3=O)cn2c1N(C)C(=O)c1cccc(OC)c1	nt	1.1%	nt	nt	-5.1	nt	nt	-0.9	-1.4%
4	COc1ccc(OC)c(N/C(C)=C/C(=O)c2ccncc2)c1	9.9%	-0.6%	-17.3%	-0.7%[57.1 µM]	12.4	-1.0%	-12.1%	0.2	-5.2%
5	Cc1cccc(OCc2nnc(SCc3nc4ccccc4c(=O)[nH]3)o2)c1	11.6%	0.2%	-18.0%	9.7%	-4.4	1.4%	-1.0%	5.7	0.5%
6	COc1ccc(C2=NOC(C(=O)NC(C)(C)C)C2)cc1 (stereo not drawn)	3.2%	2.3%	-6.2%	1.5%	1.0	-0.1%	-7.2%	-0.5	1.7%
7	O=C(NCc1ccc(F)cc1Cl)C1CCN(S(=O)(=O)N2CCC3(CC2)OCCO3)CC1	17.0%	-2.9%	-3.6%	-4.0%	0.0	1.0%	-10.4%	-2.0	-1.1%
8	O=C(C1CC(=O)N(c2ccc(F)cc2)C1)N1CCN(c2ccccc2)CC1 (stereo not drawn)	7.3%	-2.0%	-2.8%	1.8%	-2.9	0.1%	-4.2%	3.0	-3.7%
9	COc1ccc(OCC(=O)Nc2cccc(C(=O)OCc3cc(=O)n4nc(C)sc4n3)c2)cc1	-0.9%	-2.7%	-11.3%	-7.3%[57.1 µM]	0.1	1.8%	-6.0%	-8.8	1.3%
10	O=C(c1ccco1)N1CCN(C(c2ccccc2)c2nnnn2Cc2cccs2)CC1 (stereo not drawn)	6.7%	-2.1%	-4.1%	-4.2%	-1.8	0.3%	2.3%	3.4	1.2%
11	COc1cc(C(C(=O)NC2CCCCC2)N(Cc2cccs2)C(=O)Cc2c[nH]c3ccccc23)cc(OC)c1OC (stereo not drawn)	2.3%	-2.4%	-15.3%	5.1%	-6.6	-0.7%	-1.5%	-2.0	0.8%
12	Oc1ccc(Cl)cc1C1=Nc2ccccc2N=C(c2ccccc2)C1	25.5%	-0.2%	-23.6%	-2.9%	4.7	?	-18.8%	-1.5	-3.2%
13	C[C@@H]1COC(=O)[C@@H](CC(=O)OC(C)(C)C)C/C=C\C[C@H](CC(=O)N(CCO)Cc2ccccc2)C(=O)N1	-8.5%	-3.3%	?	9.8%	3.3	nt	0.0%	0.2	2.9%
14	CCOC(=O)c1cnc2ccc(C(=O)OC)cc2c1NCCCN1CCOCC1	9.1%	-3.2%	3.0%	8.3%[57.1 µM]	-4.4	11.4%	1.8%	-1.8	1.9%
15	COc1ccc(NC(=O)CC2SC(=NCC3CCCO3)NC2=O)c([N+](=O)[O-])c1 (stereo not drawn)	-5.2%	-1.1%	-21.3%	-1.3%	-0.8	2.6%	2.2%	6.4	11.5%
16	COCCNC(=O)CN1C(=O)NC(c2ccccc2)(c2ccccc2)C1=O	7.6%	2.3%	-3.8%	11.8%[57.1 µM]	0.5	-0.8%	-11.9%	-7.5	-0.2%
17	O=C(CSc1nnc(-c2cccs2)n1CC1CCCO1)N1CCCC1 (stereo not drawn)	10.6%	1.6%	-12.1%	9.3%[57.1 µM]	-7.6	3.9%	2.2%	-10.6	-0.2%
18	CC1(CCc2ccccc2)NC(=O)N(CC(=O)N2CCCCCC2)C1=O (stereo not drawn)	0.0%	-2.3%	0.0%	-1.5%	-7.0	0.0%	10.2%	3.2	0.3%
19	Cc1cc(NC(=O)c2sccc2C)n(-c2cccc(Cl)c2)n1	1.6%	-3.1%	-24.9%	-12.8%[11.4 µM]	-3.4	0.0%	0.6%	-14.3	-29.9%
20	Cc1cccc(C)c1NC(=S)Nc1ccc(F)cc1	-2.4%	0.9%	?	5.9%	-6.2	2.6%	7.6%	-3.5	2.6%
21	Cc1ccc(NC(=O)c2c(Cl)n(C)c3ccccc23)cc1	5.1%	9.5%	-1.9%	-14.6%	-0.4	2.0%	1.4%	1.6	-28.9%
22	Cn1c2c(c(=O)n(C)c1=O)C(NC(=O)c1ccco1)(C(F)(F)F)C(=O)N2 (stereo not drawn)	3.4%	5.8%	-8.3%	-7.2%	-0.8	0.9%	-5.6%	5.7	0.2%
23	COc1ccccc1N1CCN(CCCn2c(=S)[nH]c3ccccc3c2=O)CC1	-2.5%	-6.6%	-20.9%	-2.1%	-3.8	-0.8%	-4.1%	1.9	-1.8%
24	O=C(CCNc1cccc(F)c1)c1cccc([N+](=O)[O-])c1	1.7%	-12.3%	-16.2%	-3.0%[57.1 µM]	1.9	3.0%	5.8%	4.6	-6.0%
25	CCOc1ccc(Nc2cc(=O)[nH]c(=O)[nH]2)cc1	-2.4%	-1.6%	-22.3%	3.1%	-2.9	2.4%	1.3%	-2.2	2.0%
26	COc1ccc(S(=O)(=O)Nc2ccc3c(c2)C(=O)N([C@H](C)CO)C[C@H](C)[C@@H](CN(C)C(=O)Nc2c(C)noc2C)O3)cc1	-3.8%	2.7%	8.3%	-3.7%[57.1 µM]	-5.8	nt	-0.6%	-1.9	4.6%
27	O=C(CSc1n[nH]c(=O)[nH]c1=O)c1ccccc1[N+](=O)[O-]	-3.2%	-6.7%	-21.0%	2.2%	1.5	3.4%	6.4%	-6.6	-0.7%
28	O=C(Nc1ccccc1C(=O)Nc1ccncc1)c1ccccc1	10.9%	-1.5%	-21.2%	2.1%	-6.9	-0.4%	-11.5%	-2.3	0.1%
29	CSCCC(NC(=O)c1ccc(Cl)cc1Cl)C(=O)N(C)Cc1nc2ccccc2c(=O)[nH]1 (stereo not drawn)	4.0%	-4.4%	-13.2%	5.3%	-0.2	14.9%	7.4%	1.3	-4.1%
30	CCc1cc(-c2nnn(CCC3COCCO3)c2CC)cc(CC)c1-c1cn(Cc2ccccc2)nn1 (stereo not drawn)	-6.9%	0.0%	-22.3%	nt	-10.7	nt	-0.7%	-1.6	0.8%
31	O=S(=O)(c1ccc(-c2cc(C(F)(F)F)on2)s1)N1CCN(c2ccccc2F)CC1	5.3%	-2.5%	-8.8%	-6.9%[57.1 µM]	-8.0	-0.2%	-3.8%	2.6	-1.3%
32	COCCCNC(=O)c1ccc(OC)c(OC2CCN(C(C)C)CC2)c1	3.0%	1.8%	0.4%	-0.3%	-3.7	1.9%	-0.6%	0.7	6.2%
33	COc1ccccc1-c1cc(C(F)(F)F)c(C#N)c(=O)[nH]1	-3.6%	-3.4%	-23.9%	187.6%[activator]	-7.0	6.2%	-1.3%	0.0	-4.4%
34	COc1cc2c(cc1OC)-c1c(OC)c(OC)cc3ccnc(c13)C2=O	-0.5%[38.3 µM]	-4.6%&-4.8%	-33.0%	-8.5%	2.4	5.2%	-0.5%	3.3	0.2%
35	Cc1cc(NC(=O)CSc2nccn2-c2ccc(Cl)cc2)no1	6.2%	-7.1%	-17.2%	4.8%[57.1 µM]	-0.7	-0.2%	0.4%	3.3	-0.8%
36	CCOC(=O)c1cnc2cc(C(F)(F)F)ccc2c1Nc1cc(C)ccc1OC	27.6%	-2.8%	?	4.3%	-8.5	-2.2%	2.8%	-2.2	2.9%
37	CCOC(=O)c1c(C)n(C)c2ccc(OCC(O)Cn3nc(C)cc3C)cc12 (stereo not drawn)	-1.4%	-1.6%	-13.1%	-1.5%	0.0	2.2%	1.4%	1.0	-0.7%
38	OCCN1CCN(CCCc2c3c(cc4c2CCC4)CCC3)CC1	-1.3%	-3.0%	-18.6%	-2.2%	-1.5	-0.2%	2.9%	-2.6	0.8%
39	COCC(=O)N1CCC(Oc2ccc(C(=O)NCc3csc(C(C)C)n3)cc2)CC1	2.0%	-3.2%	-24.1%	-0.8%	-7.7	2.6%	4.1%	-3.4	0.3%
40	O=c1[nH]c(CN2CCN(Cc3ccc4c(c3)OCO4)CC2)nc2ccccc12	1.2%	-1.4%	-5.3%	-10.5%	0.8	0.1%	-4.7%	-2.4	-0.4%

Entries from the list above that contain two or more sulfur atoms (two):
nr	compound	IDH1 R132H inh	GRP78 ERSR act	USP1-UAF1 inh	TrxR1 substrate	LDHA block	RXFP1 agonist	Vif-APOBEC3F blk	PI4K2A block	Vif-A3G inh
17	O=C(CSc1nnc(-c2cccs2)n1CC1CCCO1)N1CCCC1 (stereo not drawn)	10.6%	1.6%	-12.1%	9.3%[57.1 µM]	-7.6	3.9%	2.2%	-10.6	-0.2%
31	O=S(=O)(c1ccc(-c2cc(C(F)(F)F)on2)s1)N1CCN(c2ccccc2F)CC1	5.3%	-2.5%	-8.8%	-6.9%[57.1 µM]	-8.0	-0.2%	-3.8%	2.6	-1.3%

Bioassay records: PubChem BioAssay, National Center for Advancing Translational Sciences (NCATS)
